Screens: PubChem, National Center for Advancing Translational Sciences (NCATS)
D3 antag: qHTS of D3 Dopamine Receptor Antagonist: qHTS | max response, negative = inhibition, % | 2.5% of 360,000 active | D3R cells, DiscoveRx beta-arrestin luminescence, antagonist mode; active compounds read low; in the data active = max response below about -50%; inconclusive = no clear call, values can overlap the other calls; also: % is scaled to controls: 0 for no effect and ±100 for the full control effect; mostly tested at two doses, the higher about 12 µM
Target sequence (P35462 whole entry, looked up): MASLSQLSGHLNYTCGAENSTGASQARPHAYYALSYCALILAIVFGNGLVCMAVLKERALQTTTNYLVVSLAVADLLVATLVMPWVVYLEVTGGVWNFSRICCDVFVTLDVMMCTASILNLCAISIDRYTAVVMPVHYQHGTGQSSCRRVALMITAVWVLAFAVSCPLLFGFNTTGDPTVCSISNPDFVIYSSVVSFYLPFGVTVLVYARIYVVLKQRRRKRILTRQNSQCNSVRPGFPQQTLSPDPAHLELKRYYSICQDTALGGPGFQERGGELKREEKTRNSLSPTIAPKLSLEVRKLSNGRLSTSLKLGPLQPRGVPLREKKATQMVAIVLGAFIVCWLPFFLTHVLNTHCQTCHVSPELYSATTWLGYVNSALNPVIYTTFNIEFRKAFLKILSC
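Cells plated overnight at 1500 cells/well, then exposed to library compounds with dopamine controls for 90 minutes at 37 degrees C. DiscoveRx reagent added for 30–60 minutes at room temperature; luminescence read, quantitative HTS format.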
IL1B secr inh: qHTS for Inhibitors of Inflammasome Signaling: IL-1-beta AlphaLISA Primary Screen; activity change, % at 57.5 µM; THP-1 LPS/ATP IL-1B secretion, AlphaLISA, 16 h; active compounds read low; 4.7% of 360,000 active; in the data active = activity change below about -50%; inconclusive = mostly about -30% to -49%; also: % is scaled to controls: 0 for no effect and ±100 for the full control effect
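Secreted IL-1B measured by AlphaLISA bead assay after 16 h compound exposure of THP-1 cells; compounds (final up to 57.5 uM) added 1 h before LPS (250 ng/mL) and ATP (1.25 mM) stimulation; lower signal means less secretion.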
GLP1R ag: qHTS of GLP-1 Receptor Agonists; Glucagon-like peptide 1 receptor (Homo sapiens), P43220; HEK293 GLP-1R CRE-luciferase, luminescence, 4-6 h; cells express a hypersensitive GLP-1R form; Potency, µM (highest dose often 45.6 µM), inactives show top-dose activation, most hits filed as activators; 0.007% of 380,000 active; also: potency is read from the fitted curve at half-maximal effect; % of control where 0% means no effect
Target sequence (P43220 whole entry, looked up): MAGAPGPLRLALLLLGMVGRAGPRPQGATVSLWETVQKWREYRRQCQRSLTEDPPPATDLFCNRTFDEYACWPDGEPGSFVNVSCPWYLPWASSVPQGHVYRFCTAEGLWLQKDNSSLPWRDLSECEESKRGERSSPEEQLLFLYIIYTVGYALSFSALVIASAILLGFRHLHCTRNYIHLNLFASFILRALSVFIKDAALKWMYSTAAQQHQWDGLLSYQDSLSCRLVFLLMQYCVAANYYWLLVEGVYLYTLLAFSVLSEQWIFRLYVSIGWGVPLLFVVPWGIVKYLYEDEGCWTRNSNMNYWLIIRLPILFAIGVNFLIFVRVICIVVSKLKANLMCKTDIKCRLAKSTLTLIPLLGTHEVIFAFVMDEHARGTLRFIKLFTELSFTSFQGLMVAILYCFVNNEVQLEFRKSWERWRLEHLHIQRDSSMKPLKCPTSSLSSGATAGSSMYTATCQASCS
KB-V1 cytotox: qHTS assay for MDR1-selective chemotherapeutics: Primary screen using the drug-selected MDR subline cells KB-V1 | 3.4% of 400,000 active | Potency, µM (series often up to 46.1 µM), without a hit: at the top dose activity change, negative = cytotoxicity, hits mostly cytotoxic | KB-V1 MDR cells viability, CellTiter-Glo, 72 h; also: potency is read from the fitted curve at half-maximal effect; % is scaled to controls: 0 for no effect and ±100 for the full control effect; nearly all actives have a fitted effect of over 60% in size
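Readout: CellTiter-Glo luminescence, 10 min after addition. Cells: KB-V1 MDR subline, 72 h at 37 degrees C with compound. Analysis: corrected, normalized data fitted to concentration-effect curves.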
SW480 rerep: A quantitative high throughput screen for small molecules that induce DNA re-replication in SW480 colon adenocarcinoma cells; Potency, µM (top dose mostly 46.1 µM), for inactives: top-dose re-replication activation, actives largely listed as activators; 1.8% of 340,000 active; SW480 DNA re-replication, Hoechst DNA content imaging, 48 h; also: potency is read from the fitted curve at half-maximal effect; % of control where 0% means no effect; nearly all actives have a fitted effect of over 55% in size
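Cells (250 per well) received 23 nL compound or DMSO by pin tool and were kept 48 hr at 37 C, 5% CO2. Nuclei were then stained with Hoechst for 40 min and scanned for DNA content.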
HT1080-NT tox: qHTS for induction of synthetic lethality in tumor cells producing 2HG: qHTS for the HT-1080-NT fibrosarcoma cell line; HT-1080-NT fibrosarcoma viability, CellTiter-Glo ATP luminescence, 48 h; Potency, µM (top dose mostly 46.1 µM), for the others: at the highest dose activity, negative = less viability, actives largely listed as cytotoxic; 1.6% of 360,000 active; AID 686970, 2013;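 also: NT is the 2HG producing partner of a matched IDH1 knockdown line; potency is read from the fitted curve at half-maximal effect; 0% = DMSO-treated cells and -100% = media-only wells without cells; nearly all actives have a fitted effect of over 55% in size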
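HT-1080-NT; 750 cells/well; 5% FBS RPMI; 48 h compound, 37 degrees C; CellTiter-Glo luminescence; curve fitting and curve-class assignment.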
HT1080 IDH1KD tx: qHTS for induction of synthetic lethality in tumor cells producing 2HG: qHTS for the HT-1080-IDH1KD cell line | Potency, µM (titrated, usually from 46.1 µM), for inactives: at the highest dose activity, negative = toxicity, actives largely listed as cytotoxic | 2% of 360,000 active | HT-1080 IDH1 knockdown viability, ATP luminescence, 48 h;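 also: potency is read from the fitted curve at half-maximal effect; 0% = DMSO wells and -100% = cell-free medium wells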
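In this qHTS, HT-1080 cells depleted of IDH1 are exposed for 48 h at 37 °C to compound titrations. Toxicity is scored from CellTiter-Glo luminescence, with DMSO as full viability and medium alone as none.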
DRD3 agonist: qHTS of D3 Dopamine Receptor Agonist: qHTS. 0.58% of 410,000 active. D(3) dopamine receptor (Homo sapiens), P35462. D3R DiscoveRx beta-arrestin cells, luminescence, 90 min. max activation, %; in the data active = max activation above about 30%; also: 0% is about no effect; mostly tested at two doses, the higher about 12 µM
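Agonist mode: compounds and dopamine controls were applied to plated cells for 90 min at 37 degrees C after an overnight attachment at 1500 cells/well. Luminescent read-out followed 30 - 60 minutes at room temperature with DiscoveRx detection reagent.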
KB-3-1 cytotox: qHTS assay for MDR1-selective chemotherapeutics: Primary screen using the parental adenocarcinoma cell KB-3-1; 1.4% of 400,000 active; KB-3-1 viability, CellTiter-Glo ATP luminescence, 72 h; Potency, µM (series often up to 46.1 µM), without a hit: top-dose activity change, negative = cytotoxic, actives largely listed as cytotoxic; also: potency is read from the fitted curve at half-maximal effect; % is scaled to controls: 0 for no effect and ±100 for the full control effect; nearly all actives have a fitted effect of over 60% in size
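Multi-concentration cytotoxicity screen in KB-3-1 cells grown in DMEM lacking phenol red with 10% FBS. After 72 h at 37 °C with compound, ATP-dependent luminescence was recorded.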
* marks the source's active call; other numbers are inactive results; u = inconclusive; x = not tested or not shown; [ ] = remark or other dose. Unless noted, calls follow the shape of the dose curve; as a rule, active = well fitted curve in the direction sought with a large enough effect; inconclusive = small, poorly fitted or top-dose-only effect, or another doubt; inactive = no such curve, though single readings can be large; an effect the other way counts as inactive or inconclusive.

SMILES	D3 antag	IL1B secr inh	GLP1R ag	KB-V1 cytotox	SW480 rerep	HT1080-NT tox	HT1080 IDH1KD tx	DRD3 agonist	KB-3-1 cytotox
CC(=O)Nc1ccc(-c2ccnc3c2CC(C)(C(=O)NCCC(F)(F)F)O3)cc1 (stereo not drawn)	20	14	4%	3%	x	-16%	-28%	4	u
Cc1ccccc1N1CC(C(=O)Nc2nnc(SCC(=O)Nc3nccs3)s2)CC1=O (stereo not drawn)	-17	3	-18%	9%	-18%	-1%	-3%	-12	21%
CCC(CC)NC(=O)c1ccc2c(c1)OCCO2	7	0	-2%	26%	-6%	2%	4%	-6	-3%
CC(=O)N1CCc2cc(Br)cc(S(=O)(=O)NCCCN(C)Cc3ccccc3)c21	-6	-12	2%	-22%	-17%	-21%	-6%	-8	8%
CCn1c(SCC(=O)Nc2cccc(F)c2)nnc1-c1cc2cc(Br)ccc2o1	-15	-10	9%	u	1%	u	2%[9.24 µM]	-7	u
COc1ccc(C(=O)Nc2ccccc2C(=O)NCc2ccco2)cc1	2	-15	17%	-18%	9%	-23%	0%	0	0%
COCC(=O)Nc1ccc(C(N)=O)cc1	-6	-2	-8%	0%	-27%	3%	10%	-2	3%
CC(C)(C)n1nc2c(c1NC(=O)Cc1ccccc1)CS(=O)(=O)C2	-14	-18	0%	-13%	-1%	-6%	-9%	-17	-2%
Cn1ncc(C(=O)Nc2ccc(Cl)cc2)c1C(F)(F)F	-13	-1	7%	-2%	12%	0%	0%	-8	3%
C=CCc1ccccc1OCCCCN1CCCC1	-83*	1	-8%	-7%	-2%[9.22 µM]	-17%	-1%	-12	2%
O=C(NCc1csc2ccccc12)Nc1cc(Cl)cc(Cl)c1	4	-3	3%	-2%	-7%	-21%	-12%	-11	u
CCOc1ccc2[nH]c3c(NCC(C)C)ncnc3c2c1	2	u	18%	-29%	-2%	-14%	-17%	-2	-9%
O=C(NCC1([N+](=O)[O-])CN(C(=O)c2ccccc2)CN(C(=O)c2ccccc2)C1)c1ccccc1	8	25	4%	-5%	0%	-12%	2%	2	5%
O=[N+]([O-])c1ccc(O)c2cccnc12	-26	8	-1%	12%	0%	10%	0%	-3	23%
CN(C)c1ccc(/C=N/Nc2ccc(-n3ccnc3)nn2)cc1	4	-20	20%	15%	2%	20%	14%	0	11%
CCOCCCN1C(=O)CN(C2CCCCC2)C(=O)C1c1ccc(OCC)c(OC)c1 (stereo not drawn)	14	11	-4%	3%	0%	10%	-1%	-1	18%
Cc1ccc(C(O)(COC(=O)C(C)C)COC(=O)C(C)C)c(O)c1	13	1	1%	u	u	-1%	-13%	-2	u
O=C(NCc1ccccc1)N1CCN(CCO)CC1	14	-1	-3%	-3%	-1%	0%	0%	0	1%
Cc1ccccc1OCc1nnc(SCC(=O)N2c3ccccc3Sc3ccc(Cl)cc32)o1	1	-29	6%	-15%	7%	5%	-5%	3	-6%
CN(C)CCCN1c2ccc(O)cc2Sc2ccc(Cl)cc21	-110*	-30	8%	u	x	u	u	-8	-1%
CCOC(=O)C=C(C(=O)OCC)C(=O)OCC	11	7	-6%	u	13%	11%	-1%	2	0%
CCN(C(=O)CN1C(=O)NC2(CCc3ccccc32)C1=O)C1CCCCC1 (stereo not drawn)	4	-17	-1%	-28%	-5%	-1%	7%	1	16%
COc1ccc(-c2cc(C(=O)Nc3ccccc3N3CCOCC3)c3ccccc3n2)cc1OC	91	-52*	15%	u	u	-10%	u	14	u
COC(=O)C1=C(CN2CCN(C)CC2)NC(=O)NC1c1cc(C)ccc1C (stereo not drawn)	0	-1	3%	0%	1%	9%	8%	6	-2%
CCOc1cc(Cl)c(S(=O)(=O)NCc2cccnc2)cc1Cl	15	13	-2%	9%	0%	-14%	-7%	10	-11%
New compounds follow:
SMILES	D3 antag	IL1B secr inh	GLP1R ag	KB-V1 cytotox	SW480 rerep	HT1080-NT tox	HT1080 IDH1KD tx	DRD3 agonist	KB-3-1 cytotox
CCOC(=O)c1cnc(SCc2nc(N)nc(Nc3ccc(F)cc3)n2)nc1N	41	-12	25%	u	u	-20%	u	4	u
CCC(C)c1ccc(NC(=O)C2CCN(c3ncccn3)CC2)cc1 (stereo not drawn)	u	4	6%	18µM*	u	u	-13%	5	u
NC(=O)C1(N2CCCCC2)CCN(C2CC(=O)N(Cc3ccc(N4CCCC4=O)cc3)C2=O)CC1 (stereo not drawn)	10	-8	1%	3%	14%	-1%	-6%	1	-3%
Cc1c(C(Nc2ccccn2)c2ccccc2)c(=O)n(-c2ccccc2)n1C (stereo not drawn)	15	-15	-6%	0%	-1%	3%	8%	0	1%
COC(=O)c1cn(Cc2cccnc2)c(=O)c2ccccc12	3	12	11%	-15%	-6%	-18%	-1%	6	5%
CC(=O)c1ccccc1OCCCCN1CCCCC1	-77*	4	-2%	8%	u	14%	13%	-19	21%
CCCC1CC(C(=O)Nc2ccccc2)C(=O)O1 (stereo not drawn)	13	-13	6%	-16%	18%	16%	17%	7	-1%
O=C(CCN1C(=O)c2ccccc2C1=O)NCCCn1ccnc1	0	-8	-2%	13%	1%	-1%	-2%	2	0%
Cc1ccccc1N1CCN(Cc2ccc(Br)o2)CC1	-58*	-7	-2%	u	-3%	-1%	-18%	-6	2%
CCCCc1ccc(CC2S/C(=C(\C#N)C(=O)N3CCOCC3)N(c3ccccc3)C2=O)cc1 (stereo not drawn)	9	-2	-2%	-8%	-3%	5%	11%	4	10%
COc1cc(CCC(=O)OCc2nnc(-c3ccccc3)o2)cc(OC)c1OC	-21	15	3%	3%	-2%	6%	8%	1	1%
COc1cc(CC(=O)Nc2ncc(C)s2)cc(OC)c1OC	-3	0	-2%	-18%	-4%	0%	-2%	2	7%
O=C(CCn1nc(-c2ccc(F)cc2)ccc1=O)NCc1ccccc1	-2	6	5%	-1%	-22%	11%	9%	-10	2%
C=CCn1c(SCC(=O)NC2CCCC2)nnc1-c1ccncc1	18	8	-1%	3%	1%	4%	9%	-7	u
CCOc1ccc(CNCc2cccnc2)cc1	-3	10	0%	u	-7%	4%	7%	-2	-16%
CCCc1nnc(NC(=O)COC(=O)c2cc(C)nc3ccccc23)s1	-6	22	-1%	1%	-3%	0%	-2%	3	9%
COc1cc(C(=O)OCC(C)=O)ccc1OCc1c(C)noc1C	13	56	4%	u	16µM*	u	18µM*	-5	15µM*
COc1ccc(NC(=O)Nc2cc(-c3cn4cccnc4n3)ccc2OC)cc1	x	x	12%	4%	x	x	x	3	5%
O=C(Cn1nnc(-c2ccccc2NC(=O)c2ccco2)n1)NC1CCCCC1	-8	18	0%	-23%	7%	11%	-6%	-1	5%
CCOc1ccc(-c2nnc(NC(=O)Cc3ccc(OC)cc3)o2)cc1	-10	-5	2%	u	-4%	-28%	-16%	-6	9%
COc1ccccc1NC(=O)CCN1C(=O)/C(=C\c2cc(OC)c(OC)c(OC)c2)SC1=S	0	9	2%	0%	5%	2%	6%	2	0%
C[C@]12c3[nH]c4cc(-c5ccco5)ccc4c3CCN1C(=O)[C@@H](CC(=O)NCc1cccc(C(F)(F)F)c1)C[C@@H]2C(=O)N1CCCCC1	27	-60*	0%	u	u	u	u	-15	18µM*
CCOCCc1c(O)nc(SCCOc2ccc(C)c(C)c2)[nH]c1=O	0	20	0%	3%	-1%	9%	7%	1	13%
Cc1ccc(OCc2cc(C(=O)N(C)CC3CCOCC3)no2)cc1C	20	14	12%	-3%	-7%	3%	-2%	6	9%
Cc1ccccc1N1C(N)=NC(N)=NC1(C)C	32	-17	3%	-11%	-3%	9%	13%	0	2%

Structures above containing a nitro group on carbon (two):
SMILES	D3 antag	IL1B secr inh	GLP1R ag	KB-V1 cytotox	SW480 rerep	HT1080-NT tox	HT1080 IDH1KD tx	DRD3 agonist	KB-3-1 cytotox
O=C(NCC1([N+](=O)[O-])CN(C(=O)c2ccccc2)CN(C(=O)c2ccccc2)C1)c1ccccc1	8	25	4%	-5%	0%	-12%	2%	2	5%
O=[N+]([O-])c1ccc(O)c2cccnc12	-26	8	-1%	12%	0%	10%	0%	-3	23%

(further entries)
SMILES	D3 antag	IL1B secr inh	GLP1R ag	KB-V1 cytotox	SW480 rerep	HT1080-NT tox	HT1080 IDH1KD tx	DRD3 agonist	KB-3-1 cytotox
Fc1c(F)c(F)c(SCn2cc(Br)cn2)c(F)c1F	-10	-3	2%	-8%	7%	9%	9%	-3	3%
CCn1c(O)c(N=NC(=O)CNc2ccc(C)cc2)c2ccccc21	-10	u	9%	-5%	-6%	3%	-2%	-7	-5%
O=C(CCC(=O)N1CCOc2ccc(Cl)cc21)NCCN1CCOCC1	1	1	8%	30%	-10%	3%	9%	-9	1%
CCCn1c(SCC(=O)N2CCCCC2)nnc1C(C)C	12	-24	-1%	-10%	6%	-3%	0%	2	0%
Cc1ccc(Cn2nnnc2CN2CCC(O)(c3ccccc3F)CC2)cc1	u	-23	1%	-26%	-3%	0%	-6%	-24	-3%
CCc1c(C2(O)CCCCC2)[nH]c2ccc(C#N)cc12	u	-12	1%	-1%	12%	-10%	-3%	2	u
CCCn1c(SCC(=O)N(C)CC(=O)Nc2ccc(Cl)cc2)n[nH]c1=O	0	6	-5%	-27%	1%	-3%	-9%	-5	-4%
CCOC(=O)C(C)Sc1nc(-c2ccccc2)nc2ccc(F)cc12 (stereo not drawn)	20	32	-11%	0%	3%	6%	-6%	2	-9%

Rows were taken by chance. About 12% of those tested had a hit in this group.
